Assay outcomes from PubChem BioAssay.
Rac1 GTP hydrolysis = MgcRacGAP GTPase-activating activity inhibitors, confirmation, biochemical, ADP Hunter fluorescence | MgcRacGAP-stimulated Rac1 GTP hydrolysis, ADP Hunter fluorescence; higher % means a stronger effect; GST-tagged Rac1 F28L mutant substrate | inhibition, % at 30 µM; hits with a dose series show IC50 in µM | actives 0.6% (n = 340,000);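 active means first-screen hits whose inhibition reached a set limit at any dose in the follow-up dose series; inconclusive means inhibition above the set first-screen limit but never retested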;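 further: fluorescence reports GDP produced by GAP-driven GTP hydrolysis; strong numbers were not always called active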
West Nile antiviral = inhibition of WNV-induced cytopathic effect – cell-based, CPE readout (AID 1621) | West Nile virus-infected cells, CPE inhibition; higher % means a stronger effect | CPE inhibition, % at 10 µM; hits with a dose series show IC50 in µM | actives 0.02% (n = 290,000); in the data active means a potency from the dose series; inconclusive means CPE inhibition mostly from about 3.7% at the one dose, without a potency; inactive means the rest, 99 in 100 with CPE inhibition below about 2.2%; further: strong numbers were not always called active
NS5 inhibitors = Dengue-2 NS5 methyltransferase inhibitors, primary screen, biochemical, confirmation dose response (AID 588689); Dengue-2 NS5 methyltransferase capping enzyme assay, biochemical; higher % means a stronger effect; one-dose inhibition, % at 25 µM; IC50 in µM for titrated hits; actives 0.3% (n = 340,000); in the data active means a potency from the dose series; inconclusive means inhibition above about 29% without an active follow-up result
NTR1 ag = NTR1-driven beta-arrestin-GFP spot formation – imaging, U2OS cells, high content, primary screen (AID 493036). P30989. agonist mode. activation, % at 20 µM. actives 0.17% (n = 330,000);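 active means activation at or above 40% of the spot to cytoplasm intensity ratio, with at least 20 cells analyzed; inconclusive means wells under 20 cells, flagged as cytotoxic or low count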;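 further: 0% = DMSO without peptide and 100% = 100 nM NTR1 peptide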
Target sequence (P30989 whole entry, looked up): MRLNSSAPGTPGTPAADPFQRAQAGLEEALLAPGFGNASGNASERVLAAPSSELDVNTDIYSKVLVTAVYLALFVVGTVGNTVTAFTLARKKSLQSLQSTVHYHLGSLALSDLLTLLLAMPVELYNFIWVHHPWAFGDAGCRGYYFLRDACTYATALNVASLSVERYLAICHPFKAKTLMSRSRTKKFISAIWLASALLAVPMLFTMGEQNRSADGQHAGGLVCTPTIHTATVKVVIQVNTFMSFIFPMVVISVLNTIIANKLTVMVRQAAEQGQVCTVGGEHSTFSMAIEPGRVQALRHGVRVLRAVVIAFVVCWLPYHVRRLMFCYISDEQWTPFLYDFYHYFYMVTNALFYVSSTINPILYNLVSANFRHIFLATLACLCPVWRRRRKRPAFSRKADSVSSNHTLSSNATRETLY
RSV antiviral HEp-2 = RSV antiviral activity via CPE protection, HEp-2 cells, primary 10 µM value included (AID 2391); HEp-2 cells, RSV-induced CPE inhibition; higher % means a stronger effect; actives 0.13% (n = 310,000); CPE inhibition, % at 10 µM, or IC50 in µM where a hit was titrated; in the data active means a potency from the dose series; inconclusive means CPE inhibition mostly from about 23% at the one dose, without a potency; inactive means the rest, 99 in 100 with CPE inhibition below about 21%; further: strong numbers were not always called active
Large T inhibition = SV40 large T antigen inhibitors, biochemical (AID 1903); SV40 large T antigen ATPase/helicase inhibition assay; higher % means a stronger effect; one-dose inhibition, % at 20 µM; IC50 in µM for titrated hits; actives 0.39% (n = 310,000); in the data active means a potency from the dose series; inconclusive means inhibition mostly from about 32% at the one dose, without a potency; inactive means the rest, 99 in 100 with inhibition below about 32%; further: strong numbers were not always called active
PhoP inhibition = inhibitors of PhoP regulon expression, primary screen, Salmonella Typhimurium, GFP reporter (AID 1863); one-dose inhibition, % at 50 µM; IC50 in µM for titrated hits; actives 0.16% (n = 300,000); S. Typhimurium PhoP-regulated promoter GFP reporter, 4 h; higher % means a stronger effect;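 active means inhibition over 29.93%, a cutoff 3 SD above the screen mean, later confirmed by dose response; inconclusive means inhibition over 29.93% but no dose response follow-up; inactive means inhibition at most 29.93% or unconfirmed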;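 further: 0% = low Mg2+ inducing control and 100% = high Mg2+ repressing control; strong numbers were not always called active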
T cell modulator = T cell immune modulators affecting CD8 T cell-vesicle binding; actives 0.068% (n = 330,000); 2C CD8+ T cell-vesicle binding, flow cytometry; active compounds read low; calls only at 7 µM;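 active means response, share of CD8 T cells binding vesicles, and their 90th percentile fluorescence all below set limits, cut at about 80% in these data, passing the limit was not always enough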
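Also added: QL9-peptide-loaded Drosophila micro-vesicles bearing Ld, ICAM-1 and B7-1; Test system: purified 2C TCR transgenic mouse naive CD8+ T cells; Measured by: cytometric PE anti-B7-1 and Alexa647 anti-CD8 signals after 1% paraformaldehyde fixation; Timing: binding step 1.5 h, 37 °C, antibody labelling 20 min, ice.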
K1F lysis inhibition = inhibition of K1F phage lysis, E. coli UTI89, bacterial capsule biogenesis inhibitors, alamar blue (AID 488966); E. coli UTI89 K1F phage lysis, alamar blue, 2 h; higher % means a stronger effect; one-dose inhibition, % at 100 µM; IC50 in µM for titrated hits; actives 0.02% (n = 340,000);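 active means phage lysis inhibition, versus mean bacterial control, above a set limit; inconclusive means no clear call, values can overlap the other calls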;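 further: capsule biogenesis inhibitors block K1F phage lysis so surviving cells raise fluorescence; higher fluorescence means more inhibition of phage lysis; actives were called in the ten point dose series up to 300 µM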
T cell modulator vesicle-bound % = second read-out of T cell modulator, no call of its own (marks repeat the call); double positive events, %; measured here: CD8+ vesicle-bound cell fraction;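 binding gate set so that unloaded-vesicle control wells show 10% double positive cells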
NTR1 ag cell count 20 µM = recorded beside NTR1 ag, whose call it bears; cell count; measured here: cell count, cytotoxicity flag
NS5 inhibitors pilot replicate = further read-out of NS5 inhibitors, marked with its call; inhibition, %; measured here: pilot screen replicate inhibition
Numbers without * were called inactive; [ ] = another dose, or the depositor's remark.

Results for N#Cc1c(NC(=O)C2CC(c3ccccc3O)=NO2)sc2c1CCC2 (stereo not given) ?
Rac1 GTP hydrolysis: 4.8%; West Nile antiviral: -0.5%; NS5 inhibitors: -2.2%; NTR1 ag: 4.1; RSV antiviral HEp-2: 2.5%; Large T inhibition: 9.3%; PhoP inhibition: 3.1%; T cell modulator: inactive; K1F lysis inhibition: 6.1%; T cell modulator vesicle-bound %: 46.0; NTR1 ag cell count 20 µM: 65

Results for COc1cc2c(cc1OC)C(c1cccs1)N(C(=O)C(C)C)CC2 (stereo not given) ?
Rac1 GTP hydrolysis: 17.5%; West Nile antiviral: 0.0%; NS5 inhibitors: -6.3%; NTR1 ag: -3.4; RSV antiviral HEp-2: 1.1%; Large T inhibition: -1.6%; PhoP inhibition: 4.1%; T cell modulator: inactive; K1F lysis inhibition: -0.1%; T cell modulator vesicle-bound %: 31.6; NTR1 ag cell count 20 µM: 80; NS5 inhibitors pilot replicate: 0.6

Results for CCOc1cc(-c2c(C#N)c(N)nc3c2CCc2ccccc2-3)ccc1O ?
Rac1 GTP hydrolysis: 4.8%; West Nile antiviral: 1.5%; NS5 inhibitors: 3.2%; NTR1 ag: 10.4; RSV antiviral HEp-2: 12.8%; Large T inhibition: 7.5%; PhoP inhibition: -14.7%; T cell modulator: inactive; K1F lysis inhibition: 0.9%[50 µM]; T cell modulator vesicle-bound %: 58.0; NTR1 ag cell count 20 µM: 43

What do the screens show for `Cc1cccc(CSc2nc3c(cc2C#N)CCC3)c1`?
Rac1 GTP hydrolysis: 11.8%; West Nile antiviral: 2.7%; NS5 inhibitors: -5.2%; NTR1 ag: -0.6; RSV antiviral HEp-2: 0.3%; Large T inhibition: 2.1%; PhoP inhibition: 2.8%; T cell modulator: inactive; K1F lysis inhibition: 0.2%; T cell modulator vesicle-bound %: 39.5; NTR1 ag cell count 20 µM: 96

What do the screens show for `COc1ccc(CCN(C)C(=O)C2CCN(Cc3cccc(OC)c3OC)CC2)cc1OC`?
Rac1 GTP hydrolysis: 20.3%; West Nile antiviral: -1.1%; NS5 inhibitors: -6.7%; NTR1 ag: 1.8; RSV antiviral HEp-2: -1.6%; T cell modulator: inactive; K1F lysis inhibition: 0.3%; T cell modulator vesicle-bound %: 34.2; NTR1 ag cell count 20 µM: 60

Results for Cn1ccnc1SCc1ccc(Cl)cc1Cl ?
Rac1 GTP hydrolysis: 4.7%; West Nile antiviral: -1.1%; NS5 inhibitors: 0.0%; NTR1 ag: 0.7; RSV antiviral HEp-2: 1.2%; Large T inhibition: 4.0%; PhoP inhibition: 13.5%; T cell modulator: inactive; K1F lysis inhibition: 1.9%; T cell modulator vesicle-bound %: 57.8; NTR1 ag cell count 20 µM: 51

Results for Cc1ccnc(NC(=O)CCCc2ccccc2)c1 ?
Rac1 GTP hydrolysis: 3.4%; West Nile antiviral: -0.4%; NS5 inhibitors: -2.9%; NTR1 ag: 1.9; RSV antiviral HEp-2: -0.1%; Large T inhibition: 7.2%; PhoP inhibition: -0.3%; T cell modulator: inactive; K1F lysis inhibition: 2.1%; T cell modulator vesicle-bound %: 26.1; NTR1 ag cell count 20 µM: 50

How did Cc1ccc(C(=O)NCCCNC(=O)Cc2ccc(Cl)cc2)cn1 do in these assays?
Rac1 GTP hydrolysis: 5.3%; NS5 inhibitors: -1.5%; NTR1 ag: 0.8; RSV antiviral HEp-2: -2.1%; Large T inhibition: 8.6%; PhoP inhibition: 1.0%; T cell modulator: inactive; K1F lysis inhibition: 1.9%[50 µM]; T cell modulator vesicle-bound %: 8.4; NTR1 ag cell count 20 µM: 81

What do the screens show for `Cc1ccc(CNC(=O)c2cnccn2)cc1`?
Rac1 GTP hydrolysis: -5.8%; West Nile antiviral: 0.3%; NS5 inhibitors: -2.2%; NTR1 ag: 0.6; RSV antiviral HEp-2: 0.9%; Large T inhibition: 5.8%; PhoP inhibition: -2.9%; T cell modulator: inactive; K1F lysis inhibition: 0.9%; T cell modulator vesicle-bound %: 48.4; NTR1 ag cell count 20 µM: 45

What do the screens show for `COc1ccc2[nH]c(=O)c(CN(Cc3cccs3)C(=S)NCC3CCCO3)cc2c1` (stereo not given)?
Rac1 GTP hydrolysis: 5.8%; West Nile antiviral: -0.2%; NS5 inhibitors: -3.2%; NTR1 ag: 4.8; RSV antiviral HEp-2: -2.1%; Large T inhibition: 6.3%; PhoP inhibition: -3.5%; T cell modulator: inactive; K1F lysis inhibition: -0.1%; T cell modulator vesicle-bound %: 21.3; NTR1 ag cell count 20 µM: 69

What do the screens show for `CCCC(c1nnnn1Cc1ccccc1)N1CCC(C(N)=O)CC1` (stereo not given)?
Rac1 GTP hydrolysis: -7.5%; West Nile antiviral: 0.3%; NS5 inhibitors: 2.0%; NTR1 ag: 0.4; RSV antiviral HEp-2: 1.8%; Large T inhibition: -3.7%; PhoP inhibition: 15.2%; T cell modulator: inactive; K1F lysis inhibition: 0.3%; T cell modulator vesicle-bound %: 30.7; NTR1 ag cell count 20 µM: 53

What do the screens show for `O=C(OCC(=O)c1ccc[nH]1)C1=COCCO1`?
Rac1 GTP hydrolysis: 7.3%; NS5 inhibitors: -7.3%; NTR1 ag: 28.5; RSV antiviral HEp-2: 1.3%; T cell modulator: inactive; K1F lysis inhibition: -0.4%; T cell modulator vesicle-bound %: 45.1; NTR1 ag cell count 20 µM: 37

How did COC(=O)c1ccccc1NC(=O)NCCc1ccc(OC)c(OC)c1 do in these assays?
Rac1 GTP hydrolysis: 1.6%; West Nile antiviral: 0.1%; NS5 inhibitors: -28.7%; NTR1 ag: 2.0; RSV antiviral HEp-2: 1.1%; Large T inhibition: -1.3%; PhoP inhibition: -11.1%; T cell modulator: inactive; K1F lysis inhibition: 2.7%; T cell modulator vesicle-bound %: 3.0; NTR1 ag cell count 20 µM: 34

What do the screens show for `COc1cccc(N2CCN(C(=O)c3cccc(N4C(=O)NC5CC4(C)Oc4c(OC)cccc45)c3)CC2)c1` (stereo not given)?
Rac1 GTP hydrolysis: 12.8%; West Nile antiviral: 0.0%; NS5 inhibitors: -5.9%; NTR1 ag: 0.8; Large T inhibition: 3.5%; PhoP inhibition: -6.0%; T cell modulator: inactive; K1F lysis inhibition: 0.1%; T cell modulator vesicle-bound %: 24.1; NTR1 ag cell count 20 µM: 53

How did Cc1ccc(-c2cc(C(=O)NCc3ccco3)no2)cc1 do in these assays?
Rac1 GTP hydrolysis: -2.2%; West Nile antiviral: 0.2%; NS5 inhibitors: 0.0%; NTR1 ag: 1.4; RSV antiviral HEp-2: 2.9%; Large T inhibition: 0.1%; PhoP inhibition: -0.5%; T cell modulator: inactive; K1F lysis inhibition: 1.0%; T cell modulator vesicle-bound %: 20.1; NTR1 ag cell count 20 µM: 49

How did CN1/C(=C\C=C(/C#N)C(=O)Nc2ccc(Cl)cc2)C(C)(C)c2ccccc21 do in these assays?
Rac1 GTP hydrolysis: 6.9%; West Nile antiviral: 0.2%; NS5 inhibitors: inconclusive; NTR1 ag: 2.9; RSV antiviral HEp-2: 0.2%; Large T inhibition: 2.0%; PhoP inhibition: 8.9%; T cell modulator: inactive; K1F lysis inhibition: 1.1%[50 µM]; T cell modulator vesicle-bound %: 24.5; NTR1 ag cell count 20 µM: 56

Results for CN1CCN(/N=C/c2ccc(Cl)c(Cl)c2)CC1 ?
Rac1 GTP hydrolysis: -7.7%; West Nile antiviral: 0.7%; NS5 inhibitors: -3.2%; NTR1 ag: -0.1; RSV antiviral HEp-2: -0.2%; Large T inhibition: 0.0%; PhoP inhibition: 0.1%; T cell modulator: inactive; K1F lysis inhibition: 1.5%[50 µM]; T cell modulator vesicle-bound %: 33.6; NTR1 ag cell count 20 µM: 81

What do the screens show for `CC1(C)CC(NC(=S)NCc2ccco2)CC(C)(C)N1`?
Rac1 GTP hydrolysis: 5.9%; West Nile antiviral: -0.2%; NS5 inhibitors: -3.9%; NTR1 ag: 0.2; RSV antiviral HEp-2: 10.0%; Large T inhibition: 7.3%; PhoP inhibition: -1.7%; T cell modulator: inactive; K1F lysis inhibition: 0.4%; T cell modulator vesicle-bound %: 36.3; NTR1 ag cell count 20 µM: 58

What do the screens show for `CC(C)(C)C(=O)NC(=S)Nc1cc(C(=O)O)ccc1Cl`?
Rac1 GTP hydrolysis: 4.8%; West Nile antiviral: -0.3%; NS5 inhibitors: 3.4%; NTR1 ag: 0.4; RSV antiviral HEp-2: 1.1%; Large T inhibition: -0.2%; PhoP inhibition: -2.8%; T cell modulator: inactive; K1F lysis inhibition: -0.6%[50 µM]; T cell modulator vesicle-bound %: 29.0; NTR1 ag cell count 20 µM: 57

Results for Cc1ccc2c(c1)cc(C)c1nnc(SCC(=O)NCc3ccco3)n12 ?
Rac1 GTP hydrolysis: 10.0%; West Nile antiviral: -0.3%; NS5 inhibitors: -4.2%; NTR1 ag: 1.4; RSV antiviral HEp-2: 3.7%; Large T inhibition: 14.2%; PhoP inhibition: -1.4%; T cell modulator: inactive; K1F lysis inhibition: -1.2%[50 µM]; T cell modulator vesicle-bound %: 40.4; NTR1 ag cell count 20 µM: 47

What do the screens show for `CC(C)=CCC/C(C)=C/CN(CC(C)O)CC(C)O` (stereo not given)?
Rac1 GTP hydrolysis: 16.7%; West Nile antiviral: 0.5%; NS5 inhibitors: -7.3%; NTR1 ag: -1.6; RSV antiviral HEp-2: 0.6%; Large T inhibition: -2.0%; PhoP inhibition: -7.1%; T cell modulator: inactive; K1F lysis inhibition: 7.3%; T cell modulator vesicle-bound %: 58.4; NTR1 ag cell count 20 µM: 63

Results for Cc1cc(C)n(-c2nncn2/N=C/c2ccccc2F)n1 ?
Rac1 GTP hydrolysis: -1.2%; West Nile antiviral: 0.1%; NS5 inhibitors: -4.1%; NTR1 ag: -0.6; RSV antiviral HEp-2: 0.5%; Large T inhibition: -1.4%; PhoP inhibition: -0.4%; T cell modulator: inactive; K1F lysis inhibition: 9.3%; T cell modulator vesicle-bound %: 32.7; NTR1 ag cell count 20 µM: 53
